From PubChem BioAssay
Growth percent in the NCI-60 one-dose screen (48 h, 10 µM unless noted): 100 = growth as untreated, 0 = no growth, -100 = all killed.
LOX IMVI – LOX IMVI melanoma. actives 7.4% (n = 79,000)
UACC-62 – UACC-62 melanoma | actives 5.4% (n = 81,000) | AID 1794756
MDA-MB-435 – MDA-MB-435 melanoma | actives 7.8% (n = 82,000)
SK-MEL-28 – SK-MEL-28 melanoma | AID 1794761 | actives 4.1% (n = 81,000)
UACC-257 – UACC-257 melanoma; actives 4.4% (n = 78,000)
SK-MEL-2 – SK-MEL-2 melanoma. actives 4.7% (n = 77,000)
MALME-3M – MALME-3M melanoma; actives 5.8% (n = 78,000); AID 1794766
SK-MEL-5 – SK-MEL-5 melanoma | actives 6.4% (n = 80,000)
Active calls of the source: *; nt = not tested or not shown; & = joins results of further samples. How the source made its calls: active means growth percent below 10; inactive means the rest.

SMILES	LOX IMVI	UACC-62	MDA-MB-435	SK-MEL-28	UACC-257	SK-MEL-2	MALME-3M	SK-MEL-5
CCOC(=O)C1=C(C)C(Br)=N/C1=C\c1[nH]c(C)c(C(=O)OCC)c1C	96	98	103	112	99	87	108	92
O=C(Nc1ccncc1)c1noc2ccccc12	100	90	99	98	95	99	104	96
CC(=O)c1cc(-c2ccc(Cl)cc2)nc2ccccc12	90	85	91	108	nt	112	105	94
O=C(O)CCN1C(=O)CCSC1=S	101	98	100	104	110	100	104	99
O=C(O)CN(Cc1ccccn1)Cc1cc(I)cc(I)c1O	43	35	63	62	58	69	65	68
CC1(C)OC2OC(COC(=O)c3ccccc3)C(OC(=O)c3ccccc3)C(OC(=O)c3ccccc3)C2O1 (configuration not stated)	102	91	104	110	96	102	92	92
Cc1csc(/N=C(N)/N=C(\N)c2cccnc2)n1	75	40	6.0*	65	95	68	61	80
COc1ccc(C(C#N)(CCC#N)CCC#N)cc1OC	94	103	109	118	102	105	100	nt
N#CC1=C(O)C(=O)/C(=C(\O)c2ccccc2)C1c1ccccc1 (configuration not stated)	88	89	117	106	116	107	111	104
Cc1nnc(Nc2ccc(NC(=O)c3ccc(Cl)cc3)cc2)c2ccccc12	92	96	102	106	97	98	99	79
CN(C)CN1CCN(c2ccc3nc(-c4ccc5nc(-c6ccc(C(F)(F)F)cc6)[nH]c5c4)[nH]c3c2)CC1	32	45	41	43	41	52	-4.2*	24
COc1cc(Cl)cc(-c2nn(C(=O)NCCN3CCCCC3)cc2-c2ccncc2)c1	97	102	107	104	106	103	112	99
Clc1nn2c(Cn3cnc4c(N5CCCC5)ncnc43)nnc2c2ccccc12	84	78	93	102	85	73	92	89
CC(=O)Nc1ccc(Oc2ccccc2)cc1	95	95	104	102	95	103	93	104
CCCCNc1nnc(C(=O)c2c[nH]c3ccccc23)o1	99	93	111	113	108	90	103	98
N#Cc1c(-c2cccc(Cl)c2)cc(-c2cccnc2)[nH]c1=O	81	37	3.0*	64	68	80	62	67
Cc1cc2ccccc2c2cc3ccccc3cc12	95	88	100	107	100	93	87	90
CS(=O)(=O)c1ccc(-c2ccc3ncc(C#N)c(Nc4ccc(F)c(Cl)c4)c3c2)cc1	91	91	101	106	93	92	93	100
Oc1ccc(/C=C/c2ccc(O)cc2)cc1	44	37	53	77	72	91	59	52
CCOC(=O)Cc1csc2nc(-c3ccccc3)cn12	108	100	107	103	nt	127	103	101
CCC(C)(C)c1ccc(OCCCCCCN2CCN(c3ccc(C)c(Cl)c3)CC2)cc1	82	79	97	97	110	104	87	78
COc1ccc(N2C(=O)N(c3ccc(C)cc3)C(=N)C2=S)cc1	88	83	100	104	87	111	99	103
C[n+]1ccccc1/C=C/c1ccccc1	101&98	105&109	104&109	107&105	102&98	106&118	101&101	99&104
O=C1CSC(=S)N1c1ccccc1	95	92	105	107	95	106	88	104
COC(OC)C1(C)NC(=O)NC1=O (configuration not stated)	104	111	103	113	92	103	110	110
(further entries)
SMILES	LOX IMVI	UACC-62	MDA-MB-435	SK-MEL-28	UACC-257	SK-MEL-2	MALME-3M	SK-MEL-5
O=C(c1nc2ccccc2[nH]1)C1C(c2ccco2)C2CC3CCCCC3N2[C@@]12C(=O)Nc1cc(Cl)ccc12 (some centres not stated)	66	67	70	85	75	88	63	81
O=C(Nc1cccc(Cl)c1)OCC(COC(=O)Nc1cccc(Cl)c1)(COC(=O)Nc1cccc(Cl)c1)[N+](=O)[O-]	16	32	40	51	52	50	59	44
CCCc1cc(=O)[nH]c2nnc(C)n12	95	109	102	104	99	98	87	99
O=C1CCCCC1C(O)(C(=O)c1ccccc1)c1ccccc1 (configuration not stated)	85	85	107	104	92	103	91	80
CN1CCN(c2nc(-c3cccnc3)nc3sc4c(c23)CCCCCC4)CC1	79	103	98	100	102	114	106	88
O=C(CCC(=O)Oc1c(Cl)cc(Cl)cc1[N+](=O)[O-])Oc1c(Cl)cc(Cl)cc1[N+](=O)[O-]	nt	110	109	117	115	141	111	114
COc1ccc(-c2c(C#N)c(-c3cccs3)nc3c2c(-c2ccccc2)nn3-c2ccccc2)cc1OC	nt	95	104	105	95	106	107	99
O=C(O)Cc1ccc2c(c1)Cc1cccnc1O2	100	109	103	109	106	104	98	100
Cc1ccc(OCC(O)CN2CCN(c3ccc(C)cc3)CC2)cc1 (configuration not stated)	nt	103	98	102	107	103	98	92
Nc1cccc(O)c1	97	90	115	100	96	96	114	101
N#Cc1c(-c2ccc(Cl)cc2Cl)c(C#N)c(=O)n(Cc2nc3ccccc3[nH]2)c1N	97	83	104	112	109	91	102	94
O=[N+]([O-])c1ccccc1Nc1cccc2ccccc12	86	78	82	103	98	100	nt	97
O=[N+]([O-])c1ccc(Cc2ccc([N+](=O)[O-])cc2)cc1	97	88	99	106	96	99	106	114
COc1cccc(N=CNc2cccc(OC)c2)c1	nt	56	102	106	106	86	nt	99
CCOC(=O)c1cc(C(=O)c2cc(OC)c(OC)c(OC)c2)n2ccc(-c3ccccn3)cc12	101	92	101	109	104	99	95	100
CN(C)C(=O)Oc1cccc([N+](C)(C)C)c1	105	104	105	108	98	124	131	95
CCOC(=O)c1c(C)nc2c(c1N)/C(=C/c1cc(OC)c(OC)c(OC)c1)C(=O)N2c1ccc(OC)cc1	15	67	49	70	74	67	76	69
O=C(CCCCCCNC(=O)C(O)(O)C(F)(F)F)Nc1ncc(-c2ccccc2)s1	-78*	-77*	0.9*	-20*	21	-23*	14	-67*
CC(=O)N1N=C(c2cc3ccccc3oc2=O)CC1c1cn(-c2ccccc2)nc1-c1ccc(Cl)cc1 (configuration not stated)	75	89	98	102	98	109	94	98
CCOC(=O)c1nnn(-c2ccc(OC)cc2)c1-c1cc(OC)c(OC)c(OC)c1	nt	105	99	97	95	106	122	98
O=Cc1cn(-c2ccc(C(=O)O)cc2)nc1-c1ccc(O)cc1	95	101	109	114	91	89	102	102
COc1cc(N2C(=O)[C@H](O)C2c2ccc(SC)cc2)cc(OC)c1OC (some centres not stated)	26	34	-39*	67	42	17	72	-14*
CCCCCCCCc1ccc(C(=O)Nc2ccc(C)c(OP(=O)(O)O)c2)cc1	93	91	102	116	102	109	102	103
NCc1ccc(Cl)c(Cl)c1	101	97	94	106	92	98	99	101
O=C(OCc1ccccc1)N(CCF)c1cn(Cc2ccccc2)c(=O)n(Cc2ccccc2)c1=O	84	64	99	108	100	96	nt	102
Other records follow.
SMILES	LOX IMVI	UACC-62	MDA-MB-435	SK-MEL-28	UACC-257	SK-MEL-2	MALME-3M	SK-MEL-5
CSCCC(NC(=O)COc1ccc(Cl)cc1Cl)C(=O)O (configuration not stated)	107	107	108	109	94	103	94	114
C=C(C)[C@@H]1C[C@H](O)Cc2cc(Cl)ccc2N1	96	96	101	117	102	nt	nt	107
COc1ccc(-c2nc3sccn3c2/C=C\c2cc(OC)c(OC)c(OC)c2)cc1	81	56	17	81	88	44	94	60
Cc1cccc(C)c1CC(N)C(=O)O (configuration not stated)	97	nt	101	99	85	93	100	105
Cc1cccc(-n2ncc3c(=O)[nH]c(-n4nc(C)cc4NC(=O)c4cc5ccccc5o4)nc32)c1	99	102	101	110	106	100	108	95
Cc1cc2nc(CC#N)[nH]c2cc1C	96	106	106	120	96	111	100	103
CCOC(=O)n1ccn(C)c1=S	105	108	102	108	97	98	102	109
COc1ccc(C2CC(c3ccccc3)=NN2c2nc(-c3cccs3)c(C#N)c(=O)[nH]2)cc1 (configuration not stated)	87	79	45	103	97	98	95	90
CCNC(C)(C)C(SSS)c1ccco1 (configuration not stated)	97	101	99	119	115	156	88	98
O=C(Nc1nc2ccc(F)cc2s1)c1cc(-c2ccc(F)cc2)n2nc(-c3ccccc3)cc2n1	86	66	63	58	59	111	-1.4*	68
CCCCCCCCCCCCCCn1cc(C=C2C(=O)NC(=O)NC2=O)c2cc(Br)ccc21	100	99	104	106	99	104	102	100
N#Cc1c(-c2ccccc2)nc(SCCC(=O)N2CCOCC2)[nH]c1=O	98	104	116	120	97	93	112	108
COC(=O)c1ccc[n+](C)c1	102&97	100&101	109&95	110&109	105	96&92	106&106	103&113
NS(=O)(=O)c1ccc(NC(=S)NC(=O)c2ccc(Br)cc2)cc1	87	85	105	94	104	93	94	94
CCN1C(=S)N(CC)C2C1NC(=S)N2/N=C/C=C/c1ccccc1 (configuration not stated)	38	25	-39*	54	42	47	28	25
COc1ccc(/C=C2N=C(/C=C/c3ccccc3)OC/2=O)cc1	88	102	104	104	nt	97	84	104
O=C(Nc1ccc(OCc2ccccn2)c(Cl)c1)c1ccnnc1	98	96	91	108	109	111	109	101
O=c1cc(C(F)(F)F)[nH]n1-c1nc2ccccc2[nH]1	54	83	95	93	86	64	79	77
COC(=O)CNc1nc(N(C)O)nc(N(C)O)n1	33	43	66	42	77	113	98	nt
N#CCc1[nH]nc(N)c1C#N	105	105	107	105	90	99	110	105
c1ccc2oc(-c3ccc(CCC4CC4)cc3)cc2c1	102	94	100	102	108	97	102	103
N#Cc1ccccc1/C=N/NC1=NCCN1S(=O)(=O)c1ccccc1	96	93	100	nt	99	102	99	98
CSC1=CC(=O)c2ccccc2C1=O	68	80	89	113	42	96	-0.2*	89
CC1=NS(=O)(=O)NC(C)(C)C1	108	102	117	107	111	105	104	113
Cc1cc2c(C(C)C)c(O)c(O)c(C=NCCCCC(=O)O)c2c(O)c1-c1c(C)cc2c(C(C)C)c(O)c(O)c(C=NCCCCC(=O)O)c2c1O	43	59	61	64	nt	44	79	49

5 compounds drawn at random from those above:
SMILES	LOX IMVI	UACC-62	MDA-MB-435	SK-MEL-28	UACC-257	SK-MEL-2	MALME-3M	SK-MEL-5
COc1ccc(C(C#N)(CCC#N)CCC#N)cc1OC	94	103	109	118	102	105	100	nt
CN(C)C(=O)Oc1cccc([N+](C)(C)C)c1	105	104	105	108	98	124	131	95
O=[N+]([O-])c1ccccc1Nc1cccc2ccccc12	86	78	82	103	98	100	nt	97
O=C(CCCCCCNC(=O)C(O)(O)C(F)(F)F)Nc1ncc(-c2ccccc2)s1	-78*	-77*	0.9*	-20*	21	-23*	14	-67*
NS(=O)(=O)c1ccc(NC(=S)NC(=O)c2ccc(Br)cc2)cc1	87	85	105	94	104	93	94	94

(listing goes on)
SMILES	LOX IMVI	UACC-62	MDA-MB-435	SK-MEL-28	UACC-257	SK-MEL-2	MALME-3M	SK-MEL-5
c1ccc2c(c1)CNc1ccccc1-2	102&106	98&103	105&117	115&107	106&117	112&108	110&151	102
c1ccc(COc2cccc3ccccc23)cc1	104	94	109	102	98	88	110	101
CS(=O)(=O)c1ccc(-c2nc3cc(Cl)ccc3n2CC(=O)N/N=C/c2ccc(F)cc2)cc1	91	89	102	100	87	93	106	106
Cc1ccc(O)c(N)c1	105	82	112	122	111	112	103	103
CC1SC(c2ccc([N+](=O)[O-])cc2)N(NC(=O)C(O)(c2ccccc2)c2ccccc2)C1=O (configuration not stated)	95	75	89	122	112	97	90	107
CCCCOCCOCCN	99	96	104	106	105	140	114	96
Cn1cc(-c2nc3c(F)cc4[nH]ncc4c3c3c2CCCC3)c(C(F)F)n1	63	52	27	81	90	77	77	65
NC(=O)c1ccc[n+](CC(=O)N2CCN(c3cc4c(cc3F)c(=O)c(C(=O)O)cn4C3CC3)CC2)c1	43	59	75	76	89	96	6.6*	94
CCC(=O)OCC(=O)[C@@]1(OC(=O)CC)[C@H](C)CC2C3C([C@@H](O)C[C@@]21C)[C@@]1(C)C=CC(=O)C=C1C[C@H]3Cl (some centres not stated)	108	94	108	105	100	122	100	nt
CN(Cc1ccccc1)c1nc(Cl)c(C2CC(c3ccc4c(c3)OCO4)=NN2c2cc(Cl)cc(Cl)c2)s1 (configuration not stated)	97	97	97	99	106	101	95	97
Cc1ccc(/C(=N\N=C(N)N)c2ccccc2)cc1	28	21	0.3*	64	59	71	62	-13*
C=CCN1C(=O)c2cccc3c(N4CCCC4)ccc(c23)C1=O	95	78	112	109	122	116	113	90
CN1CCc2c(c3ccccc3n2Cc2ccccc2)C1	89	99	91	102	91	137	90	90
CCCCCCCOC(=O)COc1ccccc1	104	105	101	113	nt	120	113	103
CC(=O)CSc1nc2nccnc2[nH]1	109	107	100	102	100	124	126	104
Cc1c(O)c(=O)ccn1-c1ccc2scnc2c1	102	105	98	108	118	108	92	97
CCN(CC)CCNC(=O)c1ccc(N)cc1	103	nt	110	117	105	98	104	101
O=C(Nc1ccc(N=Nc2ccc(S(=O)(=O)O)cc2)cc1)c1ccc(N=Nc2ccc3c(S(=O)(=O)O)cccc3c2O)cc1	96	89	105	103	105	114	101	101
CCOC(=O)c1sc2nc(-c3cc4ccccc4o3)cc(-c3ccc(Cl)cc3)c2c1N	92	67	222	108	114	84	88	110
N#Cc1n[nH]n2c1nc(=O)c1sc(-c3ccccc3)cc12	101	95	99	108	111	100	85	105
Cc1c(Cl)cccc1N=C=S	103	97	106	132	93	99	99	nt
O=C(O)c1ccccc1C(=O)Nc1cccc(Cl)c1	102	106	106	112	98	nt	99	104

Laid out differently: three of the compounds above.
Below each SMILES: LOX IMVI, UACC-62, MDA-MB-435, SK-MEL-28, UACC-257, SK-MEL-2, MALME-3M, SK-MEL-5
- Cc1c(O)c(=O)ccn1-c1ccc2scnc2c1
    102, 105, 98, 108, 118, 108, 92, 97
- CN1CCc2c(c3ccccc3n2Cc2ccccc2)C1
    89, 99, 91, 102, 91, 137, 90, 90
- c1ccc(COc2cccc3ccccc23)cc1
    104, 94, 109, 102, 98, 88, 110, 101

This is a random part of the collection. Share with any hit: about 12%.
